TTR transcr act = TTR transcription activation, primary screen; 92,000 compounds, 1.3% hits; SH-SY5Y TTR promoter Gaussia luciferase, luminescence; 100% = recombinant luciferase protein wells; activation, % at 16.7 µM; AID 1117267;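 active = activation above the mean of all tested compounds plus 3 SD, cut at about 9.5% in these data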;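 also: cells exposed to compounds for one day before reading; 0% = median of all test compound wells on the plate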
Numbers without * were called inactive.

SMILES	TTR transcr act
CC(C)NC(=O)C1C(c2ccc(C(F)(F)F)cc2)=Nc2ccccc2N1C(=O)c1cc2ccccc2[nH]1 (stereo not drawn)	-0.9
CCCC1CCC2(CCCN2CCOC(=O)Nc2ccc(OC)cc2)CC1 (stereo not drawn)	0.8
O=C(Cn1cnc2scc(-c3ccc(F)cc3)c2c1=O)N1CCOCC1	1.9
Cc1ccc(S(=O)(=O)NCCSc2nnnn2-c2cc(C)ccc2C)cc1	-1.7
C=CCC1(CC=C)CCCN1C(=O)C1CCC(=O)N(Cc2ccc(Cl)cc2)C1 (stereo not drawn)	-0.6
Cc1cccc2sc(NC(=O)Cn3cccc3)nc12	-1.0
OCCN1CCN(C(=S)NC2CCCC2)CC1	-0.5
COc1ccccc1CCN=C(N)NS(=O)(=O)c1ccc(C)cc1	-0.2
C/C(=N/NC(=O)c1ccco1)c1cccc(NC(=O)c2ccc(C)o2)c1	-2.2
Cc1cc(C)cc(NC(=O)CN2C(=O)NC(C)(c3ccccc3)C2=O)c1 (stereo not drawn)	3.0
Cc1ccc(N2C(=O)CC(NCc3ccc4c(c3)OCO4)C2=O)cc1Cl (stereo not drawn)	5.9
CC(C)(C)c1ccc(SCCc2ccccn2)cc1	1.5
Cc1ccc(C)c(CSc2nnc(C)c(=O)n2N)c1	-1.4
C=CCC1(CC=C)CCCN1C(=O)CC1C(=O)NCCN1Cc1ccc(OC)c(OC)c1 (stereo not drawn)	0.9
CCOc1ccc(OCC)c(S(=O)(=O)n2cnc(C)c2)c1	-1.1
Nn1c(-c2ccccn2)nnc1-c1ccccn1	1.4
NC(=O)c1ncn([C@@H]2O[C@H](CNS(=O)(=O)c3cc4ccccc4s3)[C@@H](O)[C@H]2O)n1	-1.1
Cc1ccc(C)c(NC(=S)NNC(=O)c2ccco2)c1	-0.9
O=C(OCCC1Oc2cccnc2NC1=O)c1ccc(F)cc1 (stereo not drawn)	2.7
CC(C)OC(=O)CC(=O)CSc1nc2c(c(-c3cccs3)c1C#N)CCC2	-1.8
CC(=O)Nc1cccc(NC(=O)CSc2nnc(Cc3cccn3C)n2-c2ccc(C)cc2)c1	0.6
CCOC(=O)c1ccc(NNC(=O)CC)c([N+](=O)[O-])c1	0.7
COc1cc(OCc2ccccc2)c(CC(=O)O)c([N+](=O)[O-])c1	0.9
N#Cc1ccccc1NC(=O)c1cc(=O)c2ccccc2o1	-1.4
Oc1ccccc1-c1n[nH]c(-c2ccccc2O)n1	-4.3
CCCC1/C(=N/O)CC(c2ccccc2)NC1c1ccccc1 (stereo not drawn)	-1.3
O=C(CC[C@H]1O[C@@H](n2ccc(=O)[nH]c2=O)[C@H](O)[C@@H]1O)N[C@H](Cc1ccccc1)C(=O)NCCCc1ccccc1	7.1
COC(=O)[C@]12C[C@H](CC(=O)N3CCN(C(=O)C4CC4)CC3)C(=O)N(Cc3ccccc3)C1=C[C@H](COCc1ccccc1)O[C@@H]2C	-0.1
Cn1c(=O)c2c(ncn2CC(=O)Nc2ccc3c(c2)OCO3)n(C)c1=O	0.2
Cc1ccc(NC(=S)NCc2ccc3c(c2)OCO3)c(C)c1	-2.2
CC12CCC(C(=O)NCCc3ccccc3)(OC1=O)C2(C)C (stereo not drawn)	-2.0
COc1ccc(C)cc1S(=O)(=O)N(CC(=O)O)c1ccccc1	1.8
CCCCOCCCNC(=O)C[C@H]1C[C@@]2(C(=O)OC)C(=C[C@H](C(C)(C)C)O[C@@H]2C)N(Cc2ccc(Cl)cc2Cl)C1=O	-0.4
CNC(=O)c1cccnc1Nc1cccc(C(F)(F)F)c1	-0.8
CCO[C@H]1c2c(ccc3ccc(=O)oc23)OC(C)(C)[C@@H]1O	1.8
CCN1CCc2c(C#N)c(NCc3ccccc3)nc(N(CC)CC)c2C1	-0.7
Cc1ccsc1C(=O)N1CCCC1(C)C(=O)NCC(C)C (stereo not drawn)	-0.8
CCN(CC)c1cc2c(c3c1ccn3C)C1CCC2C1 (stereo not drawn)	-0.3
O/N=C1\CCCc2ccccc21	4.5
Cc1ccc(S(=O)(=O)Cn2nnnc2C(C(C)C)N2CCN(c3nc4ccccc4s3)CC2)cc1 (stereo not drawn)	0.8
CCOC(=O)C1(C)C=C(Nc2ccc(NC(C)=O)cc2)C(=O)N1c1ccc(NC(C)=O)cc1 (stereo not drawn)	1.6
O=C(CC(c1ccccc1)c1cc(Br)ccc1O)N1CCCCC1 (stereo not drawn)	0.6
O=C(CN1c2ccccc2Sc2ccccc21)NNC(=O)Nc1ccc(Cl)cc1	-1.0
O=C(CSc1ncn[nH]1)Nc1ccc(Br)cc1Br	2.4
COc1ccc(CCNC(=O)CSc2nn(-c3ccccc3)c(=S)s2)cc1OC	-0.7
Cc1cc(Br)c(S(=O)(=O)NCCN2CCOCC2)cc1C	2.2
COC(=O)c1sccc1NC(=S)OC	1.0
C/C(=N/NC(=O)c1cccs1)c1ccc(NC(=O)COc2ccc(Cl)cc2)cc1	4.1
Cc1cccc(N2CCN(C(=O)CCCn3c(=O)[nH]c4ccsc4c3=O)CC2C)c1 (stereo not drawn)	-0.1
COc1cccc(N(C)C(=O)[C@@H](C2CC2)[C@@H](O)c2ccc3ccccc3c2)c1	1.1
Cc1cccn2c(=O)c(/C=C(\C#N)C(=O)NC3CCS(=O)(=O)C3)c(N3CC(C)OC(C)C3)nc12 (stereo not drawn)	-0.5
CCOC(=O)c1ccc(NC(=S)N(CCN2CCCCCC2)Cc2ccco2)cc1	-0.1
CC(C)C(=O)NC(C)C(c1cccs1)N1CCN(c2ccccc2)CC1 (stereo not drawn)	-1.5
CC(=O)Nc1cccc(NC(=O)Nc2ccc(C(C)=O)cc2)c1	-1.6
CCOC(=O)Nc1ccc2c(c1)N(C(=O)CN(CC)CC)c1ccccc1CC2	-0.9
Cc1cc(C)nc(N2CCCC(C(=O)Nc3nc4ccc(S(C)(=O)=O)cc4s3)C2)n1 (stereo not drawn)	-2.9

Going on with the list.
SMILES	TTR transcr act
Cc1c(-c2ccccc2)[n+](=O)c2c(n1[O-])CCCC2	-0.5
N#CC(C#N)=NNc1ccc(S(=O)(=O)N2CCCCC2)cc1	-0.8
COCc1[nH]nc2c1C(c1ccccc1OC)C(C#N)=C(N)O2 (stereo not drawn)	-0.1
CCC(C)(C)NC(=O)C1CC(=O)N(CCc2ccc(F)cc2)C1 (stereo not drawn)	-0.4
CC1(c2nnnn2C2CCCCC2)CSCC(=O)N1CCc1ccc(O)cc1 (stereo not drawn)	-0.7
CCC(C)c1ccc(S(=O)(=O)N2CCN(C(C)CC(=O)O)CC2)cc1 (stereo not drawn)	-0.3
Cc1nc2nc[nH]n2c(=O)c1NS(=O)(=O)c1ccc([N+](=O)[O-])cc1	1.1
CCCn1c(C(C)Nc2nc(-c3ccc(C)cc3)cs2)nc2cc(Cl)c(N3CCCCC3)cc21 (stereo not drawn)	3.2
Cc1nnc(Cl)c2nn(-c3ccccc3F)c(C)c12	-0.5
COc1cc2c(cc1OC)[C@@H](NC(=O)C(C)C)[C@H](OCc1ccccc1)C2	-0.4
Cc1c(C(=O)Nc2ccc(-c3nnc4n3CCCCC4)cc2)oc2c1ccc1ccccc12	-2.0
O=C(NCc1ccccc1)C(=O)NCC1OCCN1S(=O)(=O)c1ccc([N+](=O)[O-])cc1 (stereo not drawn)	2.0
CN(C)c1nc(N)nc(Cn2nnc(-c3ccc(C(F)(F)F)cc3)n2)n1	-0.2
Oc1ccccc1C=NC(c1ccccc1)C(O)c1ccccc1 (stereo not drawn)	-1.0
CCOC(=O)C(=CNCC(=O)OC)C(=O)OCC	-0.7
O=C1CCC(C(=O)N2CCN(c3ccccc3Cl)CC2)CN1CC1CCCCC1 (stereo not drawn)	-2.5
Cc1ccc(S(=O)(=O)NCCC(=O)N2CCN(c3cccc(Cl)c3)CC2)cc1C	1.5
CCCNC(=O)c1ccc(CN2CCc3ccccc3C2)cc1	0.8
COCCNC(=S)Nc1ccc2nc(N3CCOCC3)cc(C)c2c1	-1.3
CCn1c(CSc2nc3ccccc3s2)nc2ccccc21	0.2
COC(=O)c1cccc(-n2c(C)cc(C=O)c2C)c1	0.4
O=C(NC1CC1)c1ccc2c(c1)N(Cc1ccc(Cl)cc1)CCS2	-0.1
CCn1c(C(=O)NCCCN2CCc3ccccc3C2)cc2sccc21	6.1
COc1ccc(CNC(=O)c2ccc(-n3cncn3)c3ccoc23)cc1OC	-1.0
C=C(C)C(=O)Nc1cccc(C2=NOC3(C2)C[C@@H](C(N)=O)N(C(=O)/C=C/C=C/C)C3)c1 (stereo partly drawn)	-0.9
Cc1ccc(OCCN(C)C(=O)C2CCC(=O)N(Cc3ccccc3F)C2)cc1 (stereo not drawn)	-0.2
O=C(c1cc(-c2ccco2)on1)N1CCN(C(c2ccccc2)c2ccccc2)CC1	-4.4
O=C(Nc1ccccc1Cc1ccccc1)c1oc2ccccc2c1COc1ccccc1	0.4
CC(=O)OC(C(=O)NCS(=O)(=O)c1ccc(C)cc1)c1cccnc1 (stereo not drawn)	2.0
CCCCOc1ccc(C(=O)NCc2ccncc2)cc1	0.7
CC[C@@H](C(=O)n1nc(C)cc1C)[C@H](NS(=O)(=O)c1ccc(C)cc1)c1ccccc1	2.2
Cc1ccccc1N1CC2=C(C1=O)C(c1ccccc1)NC(=O)N2C (stereo not drawn)	0.6
CCOCCn1c(CN2CCc3ccccc3C2)nc2c1c(=O)n(C)c(=O)n2C	13*
CCCn1cnnc1CNC(=O)[C@H]1O[C@@H](n2ccc(=O)[nH]c2=O)[C@H](O)[C@@H]1O	4.5
OCC1(CO)COC(CCc2ccccc2)=N1	0.6
O=C(Cc1ccc(F)cc1)NC(Cc1c[nH]c2ccccc12)C(=O)O (stereo not drawn)	1.3
COc1cccc(-n2ccnc2SCC(=O)Nc2cc(OC)ccc2OC)c1	0.1
CSc1sc(C#N)c2c1/C(=N\O)CCC2	-1.6
COc1ccccc1CCNC(=O)/C(=C/c1cccnc1)NC(=O)c1ccccc1	-1.7
Cc1ccc(C)c(NC(=O)C2(C)CCCN2C(=O)C(C)C)c1 (stereo not drawn)	0.7
O=[N+]([O-])C(=C1SCCS1)C(=C(Cl)Cl)N1CCCCC1	-0.5
CC1CC(C)(C)NC(=S)N1CCC(=O)NCc1ccc(Cl)cc1 (stereo not drawn)	0.3
COc1cc(Nc2ncnc(N)n2)cc(OC)c1	-0.4
Cc1nc(NC(=O)c2ccccc2)sc1-c1csc(NCCc2ccccc2)n1	-4.5
O=C(Nc1ccccc1C(=O)Nc1nncs1)c1ccccc1	-1.7
CCOC(=O)CSC1=N/C(=C/c2ccc(-n3cncn3)cc2)C(=O)N1C(C)=O	-0.5
COc1cccc(C(=O)CSc2nnc(CNS(=O)(=O)c3ccc(C)cc3)n2C)c1	-2.9
CC(Oc1cccc(Cl)c1)C(=O)Nc1ccncc1 (stereo not drawn)	0.5
COc1ccccc1OCc1ccc(C(=O)N2CCCCC2)o1	1.2
CN(C)c1ccc(C(=O)N2CCN(c3cc(C(F)(F)F)nc4ccccc34)CC2)cc1	-2.6
Cc1cccc(NC(=O)N[C@@H](C)C(=O)O)c1	4.3
COC(=O)[C@]12C[C@H](CC(=O)N3CCN(C(=O)C4CC4)CC3)C(=O)N(Cc3cccc4ccccc34)C1=C[C@H](C(C)C)O[C@@H]2C1CC1	-0.6
Cc1cc(NC(=O)CSc2ccc3nnc(-c4ccc(Cl)cc4)n3n2)no1	0.1
COc1ccc(C(=O)NN2CCCCC2)cc1OC	0.2
CC(C)(C)c1ccc(C(=O)NC(=S)N2CCOCC2)cc1	-1.4
CS(=O)(=O)N(CC(=O)N1CCN(Cc2ccc3c(c2)OCO3)CC1)C1CCCCC1	-0.7

By substructure: the entries above with a CF3 group.
SMILES	TTR transcr act
CC(C)NC(=O)C1C(c2ccc(C(F)(F)F)cc2)=Nc2ccccc2N1C(=O)c1cc2ccccc2[nH]1 (stereo not drawn)	-0.9
CNC(=O)c1cccnc1Nc1cccc(C(F)(F)F)c1	-0.8
CN(C)c1nc(N)nc(Cn2nnc(-c3ccc(C(F)(F)F)cc3)n2)n1	-0.2
CN(C)c1ccc(C(=O)N2CCN(c3cc(C(F)(F)F)nc4ccccc34)CC2)cc1	-2.6

Single values from the results shown:
For TTR transcr act, Cc1cc(NC(=O)CSc2ccc3nnc(-c4ccc(Cl)cc4)n3n2)no1 is listed with 0.1
For TTR transcr act, CS(=O)(=O)N(CC(=O)N1CCN(Cc2ccc3c(c2)OCO3)CC1)C1CCCCC1 is listed with -0.7
For TTR transcr act, COC(=O)[C@]12C[C@H](CC(=O)N3CCN(C(=O)C4CC4)CC3)C(=O)N(Cc3cccc4ccccc34)C1=C[C@H](C(C)C)O[C@@H]2C1CC1 is listed with -0.6
For TTR transcr act, CN(C)c1ccc(C(=O)N2CCN(c3cc(C(F)(F)F)nc4ccccc34)CC2)cc1 is listed with -2.6
For TTR transcr act, COc1ccc(C(=O)NN2CCCCC2)cc1OC is listed with 0.2

Given with each value named: part of the list above.
> NC(=O)c1ncn([C@@H]2O[C@H](CNS(=O)(=O)c3cc4ccccc4s3)[C@@H](O)[C@H]2O)n1
  TTR transcr act: -1.1

> Cc1ccc(C)c(NC(=S)NNC(=O)c2ccco2)c1
  TTR transcr act: -0.9

More compounds:
SMILES	TTR transcr act
CC(C)(C)OC(=O)N/N=C/c1ccc(Br)cc1	-1.4
COc1ccc(/C=C2\Sc3ccc(C(=O)NCCCN4CCCC4)cc3N(C)C2=O)cc1OC	3.6
CCN(CC(=O)Nc1c(F)cccc1F)C(=O)c1cccc(S(=O)(=O)N2CCCc3ccccc32)c1	0.0
CCOc1ccc(C(=O)N/N=C/c2ccc(SC)cc2)cc1	-0.1
O=C(c1ccccc1Cl)N(C(=O)c1ccccc1Cl)c1nccc(-c2cccs2)n1	1.3
O=C(CSc1nnc(-c2cccnc2)n1-c1ccc(SC(F)F)cc1)N1CCCc2ccccc21	-0.7
N#CC1(NC(=O)CSc2nnc(C3CC3)n2N)CCCCC1	-0.2
Cc1ccc(SCC(=O)NCCc2ccc(F)cc2)cc1	0.8
O=CN1CCN(C2CC(=O)N(c3ccc(Br)cc3)C2=O)CC1 (stereo not drawn)	7.6
Cc1ccc(S(=O)(=O)NCCC(=O)O)cc1	0.1

Screening data deposited in PubChem by The Scripps Research Institute Molecular Screening Center.

An excerpt; count on the stated rates, not on these rows.
